Screening data (PubChem)
PTAP TSG101 blk – qHTS Assay for Iinhibitors of HIV-1 Budding by Blocking the Interaction of PTAP/TSG101. Tumor susceptibility gene 101 protein (Homo sapiens), Q99816. Fluorescence polarization, FITC-PTAP peptide / Tsg101 binding. Potency, µM (series often up to 115 µM), for inactives: at the highest dose activity change, negative = inhibition, most hits filed as inhibitors. 340,000 tested, under 10 active. AID 493005, 2010; active = well fitted inhibition curve with a large enough effect in the main read-out, with a control signal flat, not every such curve was filed as active; inconclusive = small, poorly fitted or top-dose-only effect, or effect the other way, or a change in a side signal; inactive = no such curve, though single readings can be large or run the other way; note: potency is the fitted concentration of half-maximal effect; % of control where 0% means no effect
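Fluorescence polarization binding of Tsg101 binding domain (10 uM final) to FITC-labeled PTAP peptide (50 nM final) in HEPES pH 7.5 buffer with NaCl, Tween 20, EDTA, TCEP. Compounds added before peptide; binding 20 min at RT.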
B2AR arrestin – qHTS assay of beta-arrestin-biased ligands of beta2-adrenergic receptor; Beta-2 adrenergic receptor (Homo sapiens), P07550; beta-arrestin recruitment to beta2AR, cell-based reporter; Potency, µM (doses to about 46.1 µM), without a hit: top-dose activation, usual class: activators; hit rate 0.02% among 330,000;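 note: potency is the fitted concentration of half-maximal effect; 0% = DMSO controls and full agonism = EC100 isoproterenol or metaproterenol; nearly all actives have a fitted effect of over 65% in size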
p53 reactivator – qHTS assay for re-activators of p53 using a Luc reporter. hit rate 0.063% among 320,000. Potency, µM (top dose mostly 92.2 µM), for inactives: at the highest dose activity change, positive = activation, most hits filed as activators. H1299 p53-A138V BP100-luciferase reporter, luminescence, 24 h; note: potency is the fitted concentration of half-maximal effect; % of control where 0% means no effect; nearly all actives have a fitted effect of over 45% in size
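p53-null H1299 cells stably carrying temperature-sensitive p53-A138V and a BP100-luciferase reporter were pinned with compounds (4-point, 1:5 series) and held 24 hrs at 37 deg C. Luminescence was read 10 min after detection reagent.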
S-ASM inh – Inhibitors of Secretory Acid Sphingomyelinase (S-ASM): qHTS; AID 504937, 2011; Sphingomyelin phosphodiesterase (Homo sapiens), P17405; hit rate 0.006% among 340,000; Potency, µM (series often up to 57.5 µM), without a hit: at the highest dose activity change, negative = inhibition, usual class: inhibitors; placental ASM, HMU-PC fluorogenic substrate, 60 min; note: potency is the fitted concentration of half-maximal effect
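qHTS format. ASM enzyme prepared from human placenta hydrolyses the fluorogenic substrate HMU-PC0 (9 uM final) over 60 min at 37 °C after a 10 min compound preincubation.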
USP2a inh – qHTS Assay for Inhibitors of Ubiquitin-specific Protease USP2a Using CHOP2 as the Reporter | USP2 core, Ub-CHOP2 coupled fluorogenic reporter, 485/531 | Potency, µM (doses to about 38.3 µM), for the others: top-dose activity change, negative = inhibition, usual class: inhibitors | hit rate 0.01% among 330,000 | AID 463254, 2010;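 note: potency is the fitted concentration of half-maximal effect; plate controls were DMSO wells for no effect and full inhibition by NEM control for full effect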
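Deubiquitinase activity read as fluorescence (485/531 nm) after Ub-CHOP2 cleavage activates the enterokinase reporter on its substrate; USP2 core 10nM, Ub-CHOP2 and substrate 25nM each, 30min compound preincubation then 60min RT; data normalized to NEM, curves fitted.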
BRCA1 expr act – qHTS Assay to Identify Small Molecule Activators of BRCA1 Expression | MCF7-BRCA1-FFLuc reporter, luminescence, 48 h; response scale: scaled: vehicle 0%, 10 µM genistein 100% | Potency, µM (highest dose often 46.1 µM), for inactives: at the highest dose activation, hits mostly activators | hit rate 1.1% among 380,000; note: potency is the fitted concentration of half-maximal effect; nearly all actives have a fitted effect of over 80% in size; some results filed as inactive show a strong effect at the top dose
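Using MCF7 cells harboring a BRCA1 firefly luciferase reporter, plated 2 h before compound pinning, the screen measured luminescence after 48 h incubation. Responses were normalized to DMSO and 10 microM genistein, then fitted for concentration-effect.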
TRPV1 ag – HTS Assay for Compounds that Act as Agonists of the Vanilloid Receptor 1; activation, % at 8.33 µM; AID 540275, 2011; Transient receptor potential cation channel subfamily V member 1 (Homo sapiens), Q8NER1; hit rate 0.19% among 320,000; TRPV1-expressing cells, Fluo-8 calcium influx, agonist mode; in the data active = activation above about 80%; inconclusive = between about 30% and that limit; note: 0% is about no effect
Target sequence (Q8NER1 whole entry, looked up): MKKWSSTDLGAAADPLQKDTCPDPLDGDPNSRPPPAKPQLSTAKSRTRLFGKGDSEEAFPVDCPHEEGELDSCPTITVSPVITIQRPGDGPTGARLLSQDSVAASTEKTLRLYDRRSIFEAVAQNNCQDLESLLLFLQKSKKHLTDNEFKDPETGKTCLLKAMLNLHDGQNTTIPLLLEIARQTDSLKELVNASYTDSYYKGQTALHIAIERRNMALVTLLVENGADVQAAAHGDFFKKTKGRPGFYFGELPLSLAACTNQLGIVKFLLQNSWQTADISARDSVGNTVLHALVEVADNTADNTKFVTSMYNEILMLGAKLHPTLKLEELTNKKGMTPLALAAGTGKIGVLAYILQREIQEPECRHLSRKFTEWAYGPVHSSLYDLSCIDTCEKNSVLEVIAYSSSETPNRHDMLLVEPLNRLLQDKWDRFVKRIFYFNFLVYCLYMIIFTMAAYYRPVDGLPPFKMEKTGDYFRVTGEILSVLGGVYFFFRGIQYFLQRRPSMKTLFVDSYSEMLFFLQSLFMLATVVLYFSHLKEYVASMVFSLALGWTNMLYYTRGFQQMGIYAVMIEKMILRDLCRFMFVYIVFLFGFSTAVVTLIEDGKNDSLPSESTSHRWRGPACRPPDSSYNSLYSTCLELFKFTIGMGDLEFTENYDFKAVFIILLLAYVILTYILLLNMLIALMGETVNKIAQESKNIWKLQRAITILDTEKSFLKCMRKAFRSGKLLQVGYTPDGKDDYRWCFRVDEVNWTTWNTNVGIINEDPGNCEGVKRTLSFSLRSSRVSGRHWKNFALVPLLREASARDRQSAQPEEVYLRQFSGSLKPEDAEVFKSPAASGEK
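Cells expressing TRPV1 were dye-loaded with Fluo-8 and read kinetically: 10 s baseline, 3 min after compound (agonist portion), then 2 min after EC20 capsaicin (allosteric enhancer portion). Calcium-bound dye fluorescence at 480/520 nm.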
ELG1 genotoxic – qHTS screen for small molecules that induce genotoxicity in human embryonic kidney (HEK293T) cells expressing luciferase-tagged ELG1 | HEK293T ELG1-luciferase reporter, luminescence, 16 h | Potency, µM (doses to about 46 µM), without a hit: at the top dose activity change, positive = activation, hits mostly activators | hit rate 1.3% among 330,000; note: potency is the fitted concentration of half-maximal effect; % of control where 0% means no effect; nearly all actives have a fitted effect of over 60% in size
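Step 1: seed 2,000 HEK293T ELG1-luciferase cells per well. Step 2: add compound or DMSO, incubate 16 hr at 37 °C. Step 3: ONE-Glo, 30 min at room temperature, read luminescence.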
a7 integrin act – qHTS for Activators of Integrin-Mediated Alleviation for Muscular Dystrophy | alpha7betagal myoblasts, beta-gal FDG fluorescence, 48 h | Potency, µM (series often up to 38.3 µM), inactives show at the highest dose activation, usual class: activators | hit rate 0.064% among 350,000 | AID 624291, 2012;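 note: potency is the fitted concentration of half-maximal effect; 100% = response of the positive control SU9516; nearly all actives have a fitted effect of over 60% in size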
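alpha7betagal+/- myoblasts (passage 13, 250/well) treated 48 h at 37C with compounds at 1:260 dilution of DMSO stock. Lysed, then beta-galactosidase activity read as FDG fluorescence (ex 480/em 540) after 30 min, with pre-read for autofluorescence.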
Eya2 inh – qHTS Assay for Inhibitors of the Phosphatase Activity of Eya2; Protein phosphatase EYA2 (Homo sapiens), O00167; recombinant Eya2, OMFP fluorescence dephosphorylation (OMFP is methylfluorescein phosphate); Potency, µM (top dose mostly 76.9 µM), for the others: top-dose activity, negative = inhibition, hits mostly inhibitors; hit rate 0.006% among 330,000; AID 488837, 2010; note: potency is the fitted concentration of half-maximal effect; % is set by controls: 0 for no effect and ±100 for the full control effect
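Eya2 protein (added as 0.2 uM solution) was preincubated with compound for 10 min at ambient temperature in 50 mM HEPES pH 7.5, 50 mM NaCl, 5 uM MgCl2, 0.05% BSA, 1 mM DTT. OMFP (added at 50 uM) then reacted 10 min; fluorescence read at 485/525 nm.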
uPA surface inh – qHTS for Inhibitors of Cell Surface uPA Generation; cell surface uPA generation assay, qHTS; Potency, µM (series often up to 38.3 µM), inactives show top-dose activity change, negative = inhibition, usual class: inhibitors; hit rate 0.31% among 330,000; AID 540303, 2011; active = well fitted inhibition curve with a large enough effect; inconclusive = small, poorly fitted or top-dose-only effect; inactive = no such curve, though single readings can be large or run the other way; tested in mouse RAW 264.7 cells; note: potency is the fitted concentration of half-maximal effect; % is set by controls: 0 for no effect and ±100 for the full control effect; nearly all actives have a fitted effect of over 55% in size
* marks the source's active call; other numbers are inactive results; ? = inconclusive; . = no result given; [ ] = another dose, or the depositor's remark. Unless noted, calls come from the whole dose curve; as a rule, active = well fitted curve in the direction sought with a large enough effect; inconclusive = small, poorly fitted or top-dose-only effect, or another doubt; inactive = no such curve, though single readings can be large; an effect the other way counts as inactive or inconclusive.

SMILES	PTAP TSG101 blk	B2AR arrestin	p53 reactivator	S-ASM inh	USP2a inh	BRCA1 expr act	TRPV1 ag	ELG1 genotoxic	a7 integrin act	Eya2 inh	uPA surface inh
COC(=O)[C@@]1(Cc2ccc(F)cc2)[C@H]2c3cc(C(=O)N(C)C)n(C[C@H](O)CO)c3C[C@H]2CN1C(=O)c1ccccc1	-2%	-0.4%	0%	-3%	2%	-14%	4	-2%	3%	2%	7%
CCCCOc1ccccc1NC(=O)Cn1c(-c2nonc2N)nc2ccccc21	0%	-0.4%	-21%	1%	4%	-79%	3	?	-11%	-5%	-14%
CO[C@H]1C[C@@H]2CC[C@@H](C)[C@@](O)(O2)C(=O)C(=O)N2CCCC[C@H]2C(=O)O[C@H]([C@H](C)C[C@@H]2CC[C@@H](O)[C@H](OC)C2)CC(=O)[C@H](C)C=C(C)[C@@H](O)[C@@H](OC)C(=O)[C@H](C)C[C@H](C)C=CC=CC=C1C	.	0.6%	18%	.	-7%	.	-4	0%	.	-8%	.
Cc1ccc(S(=O)(=O)N(C)C)cc1NC(=O)COC(=O)COc1ccc2c(C)cc(=O)oc2c1	-3%	-0.4%	-2%	138%[activator]	-1%	-5%	.	3%	-4%	3%	-12%
CC1CCCCC1NC(=O)c1cccc(N2C(=O)C3C4C=CC(C4)C3C2=O)c1 (centres undefined)	-1%	-0.1%	-10%	3%	3%	-4%	1	-7%	-19%	-1%	-3%
CCOc1cc(N2CCOCC2)c(OCC)cc1NC(=O)COC(=O)CCn1c(C)csc1=O	-2%	-0.2%	-6%	-1%	-10%	23%	2	0%	0%	-6%	1%
O=P(OCC1CC1)(c1ccccc1)c1ccccc1	0%	0.1%	-3%	4%	2%	-9%	1	-1%	2%	-1%	0%
COc1ccccc1N1CCN(C(=O)c2ccncc2)CC1	-5%	0.1%	-4%	1%	2%	6%	-2	0%	19%	2%	4%
Cc1nc(NC(=O)/C=C/c2ccc(F)cc2)sc1C(=O)N(C)C	-5%	0.0%	3%	0%	0%	23%	3	7%	-21%	-2%	17%
COc1ccccc1CNC(=O)CNC(=O)N1CC(=O)Nc2ccccc21	-4%	0.2%	9%	3%	0%	-10%	2	0%	23%	-1%	-9%
CCOC(=O)C1=C(CCc2ccccc2)NC(=O)NC1c1ccc(Br)cc1 (centres undefined)	0%	-0.5%	.	-22%	4%	3%	2	1%	13%	-2%	6%
C[n+]1cccc(C(=O)NCC2CCCO2)c1 (centres undefined)	3%	-1.4%	1%	4%	-1%	-4%	0	0%	22%	-11%	16%
Cn1c(=O)c2[nH]c(NN=Cc3ccc(Br)cc3)nc2n(C)c1=O	0%	.	.	0%	.	-9%	.	.	-13%	.	-2%
CCOC(=O)CSc1nnc(Cc2ccc(OC)cc2)n1-c1ccccc1	-7%	-0.1%	0%	3%	1%	-6%	0	1%	0%	-27%	2%
O=C(Nc1cccc2c1CCCC2)c1ccc(Cl)c([N+](=O)[O-])c1	1%	-0.7%	15%	-6%	4%	-54%	7	12%	2%	-3%	-7%
CC(C)C(C(=O)NC1CCCC1)N(CC1CCCO1)C(=O)CNS(=O)(=O)c1ccc(F)cc1 (centres undefined)	-8%	-0.1%	1%	9%	0%	-19%	0	3%	-13%	-23%	0%
CCCn1nnc2ccccc2c1=O	-3%	-0.7%	3%	6%	1%	8%	-1	-1%	?	5%	0%
COc1cc(C(=S)N2CCOCC2)ccc1OC(=O)c1ccc(Br)cc1	-7%	-0.2%	?	-12%	-5%	-7%	2	-7%	11%	-2%	0%
Cc1[nH]nc2c1C1(CCOCC1)C(C#N)=C(N)O2	-2%	-0.8%	-2%	6%	5%	1%	3	-3%	44%	16%	.
CCCC(CNC(=O)COC(=O)C1=NNC(=O)CC1)c1ccc(Cl)cc1Cl (centres undefined)	-4%	-0.5%	1%	3%	-1%	-20%	.	-1%	15%	7%	1%
COC(=O)CC1COc2ccccc2N1C(=O)c1cccc(Cl)c1 (centres undefined)	-5%	-0.1%	0%	0%	0%	0%	-1	-2%	0%	-1%	5%
CSCC[C@H](NC(=O)c1cc([N+](=O)[O-])ccc1Cl)c1nc2ccccc2[nH]1	-1%	-0.2%	-2%	-1%	-1%	-27%	5	-12%	8%	-23%	1%
CCCSc1cc(=O)n(-c2ccccc2)nc1C(=O)O	-3%	-0.3%	-1%	0%	9%	5%	-2	0%	-27%	-15%	0%
COc1ccc(C(=O)NC(=S)N2CC(C)OC(C)C2)cc1 (centres undefined)	-3%	-1.0%	-8%	4%	1%	19%	2	-1%	17%	6%	2%
Cc1cc[n+](CC(=O)c2ccc3c(c2)OCCO3)cc1	0%	-0.2%	14%	-2%	2%	0%	-1	1%	18%	-6%	3%
COc1ccc(-n2nc(C(=O)NCC(=O)NCCC3=CCCCC3)c3ccccc3c2=O)c(OC)c1	1%	-0.4%	2%	-2%	-2%	-27%	3	13%	-14%	1%	-3%
COc1cccc(NC(=O)c2ccccc2-c2nc(-c3ccc(Cl)cc3)no2)c1	1%	0.0%	?	-24%	-9%	-51%	-5	-3%	-22%	6%	9%
Cc1cccc(-n2ncc3c(NCCCN4CCCC4=O)ncnc32)c1	-9%	0.7%	13%	-1%	-1%	53%	-2	6%	-2%	-4%	5%
CCN(CC)C(=O)COc1ccc(/C=C(\C#N)S(=O)(=O)c2ccccc2)cc1OC	-2%	-0.3%	-4%	-1%	3%	2%	11	4%	-14%	-5%	?
Cc1c(NC(=O)CN2C(=O)NC(C)(c3ccccc3Cl)C2=O)c(=O)n(-c2ccccc2)n1C (centres undefined)	-1%	-0.3%	0%	-1%	0%	-10%	3	-3%	-2%	-5%	-6%
COc1cccc(OC)c1OCC(=O)Nc1ccc(S(=O)(=O)N2CCCC2)cc1	-4%	0.0%	-9%	1%	1%	-29%	.	-8%	-31%	4%	-8%
COc1ccc(N2CC(C(=O)NC3CCSC3=O)CC2=O)cc1 (centres undefined)	0%	-1.2%	3%	1%	-1%	-8%	0	-5%	?	-8%	4%
CCN(CCNS(=O)(=O)c1ccc2c(c1)oc(=O)n2C)c1ccccc1	-7%	-0.3%	3%	-1%	2%	-3%	27	2%	-5%	21%	6%
COc1ccc(N2CC(C(=O)N3CCOCC3)CC2=O)cc1 (centres undefined)	0%	-0.2%	-1%	7%	-2%	11%	-3	1%	3%	-4%	3%
CCC(=O)c1ccc(OCC(O)CN2CCN(c3ccccn3)CC2)cc1 (centres undefined)	-5%	-0.9%	.	1%	0%	1%	-3	-4%	15%	4%	3%
COC(C(=O)NC1CCCCCCC1)c1ccccc1 (centres undefined)	0%	0.1%	-7%	4%	2%	-23%	8	2%	-4%	-2%	1%
CCOC(=O)c1oc2cccc(O)c2c1CN(Cc1ccccc1)C(C)=O	-5%	-0.3%	-10%	0%	3%	-32%	4	-1%	0%	-17%	-3%
CC1(C)Oc2ccc(C(=O)NC3CCCC3)cc2N(CC(=O)N2CCOCC2)C1=O	-5%	-0.8%	-13%	0%	1%	-6%	-6	-3%	-13%	-17%	0%
Cc1cc(C)cc(C(=O)Oc2coc(CSc3nnc(NC(=O)C4CC4)s3)cc2=O)c1	0%	0.5%	-3%	-6%	1%	-10%	0	-6%	-39%	-15%	-5%
Cc1ccc2nsnc2c1NC(=O)COc1ccccc1	0%	0.2%	-2%	-1%	0%	-10%	1	0%	?	-10%	-3%
CCOc1ccccc1Nc1ccc(C(=O)O)cc1NC(C)=O	0%	-0.1%	3%	2%	0%	-16%	2	-5%	-21%	6%	7%
Nc1nc2nonc2nc1N	3%	-0.8%	-1%	2%	2%	-10%	.	-5%	2%	13%	4%
COc1ccc(N2CCN(C(=O)c3ccc(N(C)S(=O)(=O)c4ccc(C)cc4)cc3)CC2)cc1	-3%	0.1%	-3%	-1%	-9%	-40%	-3	7%	-44%	-10%	-9%
